S100A4 MyoIIA = blocks human S100A4 binding to myosin IIA peptide | S100A4/TAMRA-MyoIIA peptide fluorescence polarization | inhibition, % at 10.7 µM | 360,000 tested, 0.14% active | AID 652163;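 active means mean inhibition of at least 70% across replicates, with every replicate also reaching that level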
Target sequence (P26447 whole entry, looked up): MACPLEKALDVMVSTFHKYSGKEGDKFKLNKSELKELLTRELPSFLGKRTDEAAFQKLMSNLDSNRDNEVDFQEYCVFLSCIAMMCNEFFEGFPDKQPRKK
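Test system – S100A4 monomer (human) · Compound – single-point compound testing · Schedule – 5 min incubation before reading · Probe or stimulus – TAMRA-labelled myosin IIA heavy-chain peptide probe, 5 nM · Benchmarks – neutral control DMSO, positive control TFP · Medium – Calcium-containing HEPES buffer, pH 7.2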
PAX8 inh HTS = lowers PAX8-driven luciferase in RMG-I cells. RMG-I TPO-luciferase reporter, SteadyGlo, 24 h. inhibition, % at 12.6 µM. 360,000 tested, 1.2% active. AID 652154;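 active means mean replicate inhibition at least 60% with every replicate also reaching 60%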;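 further: luciferase light reporting Pax8 driven TPO promoter activity; plate controls were median of neutral control wells for no effect and mitoxantrone controls for full effect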
FN deposit inh = fibronectin deposition inhibition; AH1F fibroblasts, Alexa488-fibronectin deposition fluorescence, overnight; inhibition, % at 12.6 µM; 350,000 tested, 0.086% active;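 active means mean inhibition across replicates of 30% or more, regardless of how many single replicates reach that level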;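 further: positive control wells lacked labelled fibronectin entirely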
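Assay system: AH1F fibroblasts assembling fluorescent fibronectin matrix; Amount: 10000 AH1F cells per well; Buffer or medium: DMEM, 2% serum; Probe or stimulus: Alexa488-fibronectin, 24 nM final in well; Doses: single compound dose, delivered by pin transfer; Incubation: 1 h adhesion, overnight exposure; Measured by: fluorescence 485/525 nm; Read-out: fibronectin deposition inhibition.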
EWS-Fli block = blocks EWS/Fli oncoprotein-driven transcription; 350,000 tested, 0.67% active; A673 NR0B1-luciferase reporter, viability-normalised; inhibition, % at 12.6 µM; AID 651661;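 active means mean inhibition of at least 50% after viability correction, with every replicate also passing that limit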;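 further: firefly luciferase signal divided by Alamar Blue viability fluorescence both relative to DMSO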
PGC1a acetyl inh = lowers PGC1a acetylation signal in U2OS cells | AlphaScreen anti-acetyl-lysine; with virally co-expressed GCN5 acetyltransferase | AID 651687 | 350,000 tested, 0.17% active | inhibition, % at 15.6 µM;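 active means every replicate shows inhibition of at least 40%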;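 further: 0% = neutral control wells and 100% = positive control wells; some results beyond the cut were filed as inactive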
ERAP1 inh = inhibitors of human ERAP1 aminopeptidase | Q9NZ08 | recombinant ERAP1, Leu-AMC fluorescence, 60 min | inhibition, % at 10.7 µM | 340,000 tested, 0.15% active | AID 652197;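 active means mean replicate inhibition of at least 30%, or all replicates individually reaching that 30% level; inactive means mean below 30% and not every replicate reaching it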;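 further: 0% = neutral control wells and 100% = L-leucinethiol positive control wells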
Target sequence (Q9NZ08 whole entry, looked up): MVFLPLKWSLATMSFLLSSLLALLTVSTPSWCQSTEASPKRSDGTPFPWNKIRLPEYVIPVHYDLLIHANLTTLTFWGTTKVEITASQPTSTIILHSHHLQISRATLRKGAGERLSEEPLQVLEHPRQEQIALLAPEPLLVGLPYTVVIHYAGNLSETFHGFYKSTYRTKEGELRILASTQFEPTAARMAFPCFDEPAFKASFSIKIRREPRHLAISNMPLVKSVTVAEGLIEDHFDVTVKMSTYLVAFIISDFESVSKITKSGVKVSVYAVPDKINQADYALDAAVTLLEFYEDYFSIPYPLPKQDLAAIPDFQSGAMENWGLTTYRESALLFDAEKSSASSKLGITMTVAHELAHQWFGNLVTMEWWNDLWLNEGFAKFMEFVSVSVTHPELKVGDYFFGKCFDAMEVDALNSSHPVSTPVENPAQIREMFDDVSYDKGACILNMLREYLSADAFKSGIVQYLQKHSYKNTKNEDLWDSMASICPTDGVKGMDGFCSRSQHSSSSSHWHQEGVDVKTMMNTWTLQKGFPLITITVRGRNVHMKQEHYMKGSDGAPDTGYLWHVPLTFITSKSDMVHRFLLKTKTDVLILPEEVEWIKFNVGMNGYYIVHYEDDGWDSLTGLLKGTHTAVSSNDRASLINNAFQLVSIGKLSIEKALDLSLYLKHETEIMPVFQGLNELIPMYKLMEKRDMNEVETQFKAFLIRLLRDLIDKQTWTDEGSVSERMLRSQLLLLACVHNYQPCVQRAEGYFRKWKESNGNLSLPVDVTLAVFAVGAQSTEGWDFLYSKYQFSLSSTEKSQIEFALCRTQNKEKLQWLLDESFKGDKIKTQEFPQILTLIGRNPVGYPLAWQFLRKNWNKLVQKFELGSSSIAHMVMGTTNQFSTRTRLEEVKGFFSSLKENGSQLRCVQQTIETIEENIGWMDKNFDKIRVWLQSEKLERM
LGR2 antag = inhibitors of bursicon-induced Drosophila LGR2 receptor cAMP signaling | HEK293 LGR2, CRE-luciferase, bursicon-stimulated, 4 h | inhibition, % at 9.99 µM | 380,000 tested, 0.35% active | AID 720647;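 active means drop in luminescence signal, shown as inhibition above about 50% in the replicate tests, limit read from the data, passing the limit was not always enough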;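 further: agonist challenge used bursicon conditioned medium at about half maximal strength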
PglD inh = blocks C. jejuni PglD acetyltransferase activity | purified PglD enzyme, DTNB colorimetric CoA detection | inhibition, % at 12.5 µM | 360,000 tested, 0.098% active | AID 602405; in the data active means inhibition above about 16%, passing the limit was not always enough; further: strong numbers were not always called active
* marks the source's active call; other numbers are inactive results; · = no result given; & = joins results of further samples.

No.	Compound	S100A4 MyoIIA	PAX8 inh HTS	FN deposit inh	EWS-Fli block
1	COc1ccccc1OCC(=O)Nc1nonc1NC(=O)COc1ccccc1OC	·	24	1	·
2	NC(=O)c1ccsc1NC(=O)COC(=O)CCOc1ccccc1	20	6	5	-3
3	O=NN(CCF)C(=O)NC1CCS(=O)(=O)CC1	0	2	-9	4
4	CCOc1cc(C2NC(=O)c3ccccc3O2)ccc1OC(C)C (stereo unspecified)	-3	-2	4	-3
5	Cc1ccc(NC(=O)N2CCCn3c(SCC(=O)c4ccccc4)nnc32)cc1	0	12	3	-18
6	O=C1CCc2cc(S(=O)(=O)Nc3cccc(Cl)c3)ccc2N1	-1	26	-2	3
7	CC(C)C[C@H]1COc2cc(N3CCC[C@H]3CO)ccc2S(=O)(=O)N1	-2	8	4	-1
8	O=C(CCCCCNS(=O)(=O)c1ccc(Br)cc1)NCCN1CCOCC1	-3	·	·	4
9	CC(=O)NC(Cc1c[nH]c2ccccc12)C(=O)N/N=C/c1ccccc1 (stereo unspecified)	-6	-8	-2	-2
10	CCOC(=O)N1CCN(S(=O)(=O)c2ccc(C(=O)N(CCN(CC)CC)c3nc4ccc(C)cc4s3)cc2)CC1	1	-19	1	-7
11	CCc1ccc(C2CC(c3ccc(F)cc3)Nc3nc(N)nn32)cc1 (stereo unspecified)	-3	13	0	13
12	O=C(NS(=O)(=O)Nc1ccccn1)c1c[nH]c2ccccc12	4	18	10	·

No.	PGC1a acetyl inh	ERAP1 inh	LGR2 antag	PglD inh
1	4	·	4	-14
2	6	·	-7	0
3	·	2	9	·
4	14	-4	-3	-6
5	10	1	-7	6
6	-2	-1	-15	1
7	·	·	-6	·
8	-4	0	6	-4
9	·	-1	-30	1
10	·	0	-1	-3
11	·	-6	8	6
12	2	-4	9	3

(list continues)
No.	Compound	S100A4 MyoIIA	PAX8 inh HTS	FN deposit inh	EWS-Fli block
13	CC(Oc1ccc(C(=O)c2ccccc2)cc1)C(=O)Nc1ccc(S(N)(=O)=O)cc1 (stereo unspecified)	3	4	0	-5
14	Cc1ccc(S(=O)(=O)Nc2cc(S(=O)(=O)N3CCOCC3)ccc2NCC2CCCO2)cc1 (stereo unspecified)	-1	-8	-4	0
15	O=C(NCCS(=O)(=O)N1CCC2(CC1)OCCO2)c1ccccc1	24	-19	2	-11
16	CS(=O)(=O)NCC(c1cccnc1)N1CCN(c2ccccc2F)CC1 (stereo unspecified)	-4	11	1	4
17	Cc1c(NC(=O)c2cc3ccccc3o2)cccc1-n1cnnn1	-2	-12	-12	-3
18	CCOc1ccc(NC(=O)CC2C(=O)N(c3ccccc3)C(=O)N2Cc2ccccn2)cc1 (stereo unspecified)	·	·	6	·
19	Cc1ccc(-c2noc(CNC(=O)c3ccoc3C)n2)cc1	2	6	8	4
20	COCC(=O)Nc1ccc2c(c1)OC[C@H](C)N(Cc1ccccc1OC)C[C@H](C)[C@H](OC)CN(C)C2=O	2	-25	-17	10
21	CC(C)CCNC(=O)CCc1nnc(Cc2c[nH]c3ccccc23)o1	6	-13	-17	16
22	Cc1occc1-c1nnc(SCC(=O)NC2CCC(C)CC2)o1 (stereo unspecified)	-7	3	-7	2
23	N#Cc1c(SCC(=O)Nc2ccccc2)nsc1SCC(=O)Nc1ccccc1	20	10	-2	11
24	CC(=O)COc1ccc2cc(-c3ccccc3)c(=O)oc2c1	-5	-158	-3	-32

No.	PGC1a acetyl inh	ERAP1 inh	LGR2 antag	PglD inh
13	·	0	-10	·
14	·	0	-5	2
15	7	1	0	4
16	-2	-6	5	·
17	-6	4	-9	-5
18	1	·	-14	-4
19	·	5	-13	-1
20	-4	-5	-5	1
21	·	7	-10	0
22	-6	-1	3	-3
23	·	2	-18	·
24	-29	1	-98	4

Ordered by molecular weight (ascending): part of the list above
No.	Compound	S100A4 MyoIIA	PAX8 inh HTS	FN deposit inh	EWS-Fli block
19	Cc1ccc(-c2noc(CNC(=O)c3ccoc3C)n2)cc1	2	6	8	4
21	CC(C)CCNC(=O)CCc1nnc(Cc2c[nH]c3ccccc23)o1	6	-13	-17	16
15	O=C(NCCS(=O)(=O)N1CCC2(CC1)OCCO2)c1ccccc1	24	-19	2	-11
23	N#Cc1c(SCC(=O)Nc2ccccc2)nsc1SCC(=O)Nc1ccccc1	20	10	-2	11

No.	PGC1a acetyl inh	ERAP1 inh	LGR2 antag	PglD inh
19	·	5	-13	-1
21	·	7	-10	0
15	7	1	0	4
23	·	2	-18	·

Filtered by structure: those above with fluorine (3)
No.	Compound	S100A4 MyoIIA	PAX8 inh HTS	FN deposit inh	EWS-Fli block
3	O=NN(CCF)C(=O)NC1CCS(=O)(=O)CC1	0	2	-9	4
11	CCc1ccc(C2CC(c3ccc(F)cc3)Nc3nc(N)nn32)cc1 (stereo unspecified)	-3	13	0	13
16	CS(=O)(=O)NCC(c1cccnc1)N1CCN(c2ccccc2F)CC1 (stereo unspecified)	-4	11	1	4

No.	PGC1a acetyl inh	ERAP1 inh	LGR2 antag	PglD inh
3	·	2	9	·
11	·	-6	8	6
16	-2	-6	5	·

The list goes on:
No.	Compound	S100A4 MyoIIA	PAX8 inh HTS	FN deposit inh	EWS-Fli block
25	CCSc1nc(O)c(C(c2cccc(OC)c2)c2c(O)nc(SCC)[nH]c2=O)c(=O)[nH]1	0	13	10	8
26	COc1ccc(N2CC(C(=O)Nc3nc4ccc(F)cc4s3)CC2=O)c(OC)c1 (stereo unspecified)	20	6	4	-19
27	CC(=O)Nc1ccc(S(=O)(=O)N2CCC(NC(=O)C(Cc3ccc(C)cc3)NC(C)=O)CC2)cc1 (stereo unspecified)	-3	12	-2	1
28	COc1ccc(CNC(=O)CN2C(=O)COc3ccc(S(=O)(=O)N4CCCCC4)cc32)cc1	-5	-1	1	·
29	C[C@@H]1CN([C@H](C)CO)C(=O)c2cc(NC(=O)Cc3ccccc3)ccc2O[C@@H]1CN(C)S(C)(=O)=O	6	-1	-3	2
30	CC(=O)Nc1ccc(C(=O)Cn2c3[n+](c4c(F)c(F)ccc42)CCCCC3)cc1	0	-11	1	-78
31	COc1ccc(S(=O)(=O)N2CCCOC2CNC(=O)C(=O)NCCCn2ccnc2)cc1OC (stereo unspecified)	-15	7	-14	2
32	COc1ccc(CN(C(=O)c2nsc(Cl)c2Cl)C(C(=O)NC2CCCC2)c2ccc(OC)cc2)cc1 (stereo unspecified)	-9	0	-9	-3
33	Nc1c2c3c(sc2nc(=O)n1N)CCCC3	3	-21	10	-10
34	CCn1c(SCC(=O)Nc2nccs2)nnc1C1CC1	16	-22	·	0
35	COc1ccc(C(=O)N/N=C/c2ccc(OC(=O)c3ccccc3)cc2)cc1	·	15	1	·
36	O=C(COC(=O)C1CC2CCCC(C1)C2=O)Nc1ccccc1 (stereo unspecified)	-4	10	9	4

No.	PGC1a acetyl inh	ERAP1 inh	LGR2 antag	PglD inh
25	·	0	-6	-2
26	-11	2	-5	0
27	·	-3	-2	3
28	-7	-1	5	-5
29	5	2	-4	2
30	2	1	8	·
31	·	-1	7	·
32	·	-1	11	·
33	9	-3	-9	·
34	1	5	10	6
35	·	·	-10	-2
36	-7	2	-4	-1

Additional records follow.
No.	Compound	S100A4 MyoIIA	PAX8 inh HTS	FN deposit inh	EWS-Fli block
37	COc1ccc(S(=O)(=O)N2CCCCCC2)cc1C(=O)OCC(=O)NC(C)(C)C	8	21	·	4
38	CCc1ccc(/C=C2/SC(=S)N(CCCC(=O)Nc3cccc(C(=O)O)c3)C2=O)cc1	-3	24	2	4
39	Cc1ccccc1CNC(=O)c1ccc2nc([C@@H]3O[C@H](CO)[C@H](O)[C@H](O)[C@H]3O)[nH]c2c1	-7	-18	-8	5
40	COCC(=O)Nc1ccc2c(c1)OC[C@@H](C)N(Cc1ccccn1)C[C@H](C)[C@H](OC)CN(C)C2=O	-16	-1	-3	-2
41	Cc1cccc(N(CC(=O)N/N=C/c2ccc(C(=O)O)cc2)S(=O)(=O)c2ccccc2)c1C	-1	14	-2	-9
42	O=S(=O)(c1ccc(C(F)(F)F)cc1)N1CCCN(c2ccc(C(F)(F)F)cn2)CC1	0	3	-3	8
43	CC(C)Oc1ccc(S(=O)(=O)N2CCOCC2)cc1NC(=O)CN1C(=O)c2ccccc2C1=O	-2	2	9	3
44	COCC(=O)Nc1ccc2c(c1)[C@H]1C[C@H](CC(=O)NCCN3CCCCC3)O[C@@H](CO)[C@H]1O2	4	-12	-3	-5
45	COc1cccc(NC(=O)N2CCCc3ccccc32)c1	-1	15	3	3
46	Cc1noc(C)c1NC(=O)Nc1cccc2c1O[C@H](CN(C)C(=O)NC(C)C)[C@@H](C)CN([C@H](C)CO)C2=O	5&-5	-25&-4	4	-2&7
47	O=C(Nc1ccc(C(F)(F)F)cc1Cl)c1ccc(Cn2cc(Br)cn2)o1	9	·	·	5
48	C/C(Cn1nnc2ccccc21)=N/OC(=O)c1c(F)cccc1F	24	-20	9	-14

No.	PGC1a acetyl inh	ERAP1 inh	LGR2 antag	PglD inh
37	-19	-1	18	·
38	5	0	-8	2
39	3	2	·	2
40	2	-4	8	-2
41	6	1	3	-5
42	·	·	·	-4
43	3	1	11	-1
44	7	2	11	3
45	·	11	-18	·
46	13&11	-2&-2	-17&-19	3
47	5	-2	-10	4
48	-3	-5	-10	-1

(cont.)
No.	Compound	S100A4 MyoIIA	PAX8 inh HTS	FN deposit inh	EWS-Fli block
49	CCn1cc(SCC(=O)NCC2CCCO2)c2ccccc21 (stereo unspecified)	0	-14	0	6
50	CCC(=O)Nc1ccc2c(c1)OC[C@@H](C)N(C(=O)C1CCC1)C[C@H](C)[C@@H](OC)CN(C)C2=O	-6	5	-2	3
51	CC(C)(C)NC(=O)C1CC(=O)N(CCc2ccc(F)cc2)C1 (stereo unspecified)	-2	-9	-1	-11
52	C[C@@]12CCC3[C@@](CCC4[C@@]3(C)CCC[C@@]4(C)C(=O)NC3CCCCC3)(CC1=O)C2 (stereo partly specified)	8	-13	4	4
53	C[C@@H]1CN([C@@H](C)CO)C(=O)Cc2cc(NC(=O)C3CC3)ccc2O[C@H]1CN(C)Cc1ccc(C(=O)O)cc1	-28	·	5	-6
54	COc1ccc(S(=O)(=O)N2CCC[C@H]2C(=O)N2CCC[C@H]2C(=O)N(C)Cc2ccccc2)cc1C	-1	16	5	-1
55	CCCCCCCCCCCCN1[C@@H](CC(=O)OC)c2cc(C(F)(F)F)ccc2S1(=O)=O	·	-8	3	3
56	C[C@H]1CN([C@@H](C)CO)C(=O)Cc2cc(NS(=O)(=O)c3ccc(F)cc3)ccc2O[C@@H]1CN(C)S(=O)(=O)c1ccccc1	-5	·	·	7
57	COc1ccc(S(=O)(=O)N2CCCC(C(=O)Nc3cccnc3)C2)cc1Cl (stereo unspecified)	·	2	4	·
58	CC(=O)c1ccc(N(CC(=O)NCCc2ccccc2)C(=O)c2csnn2)cc1	0	-8	4	-4
59	Cc1ccc(NC(=O)CSCC(=O)Nc2ccccc2C(=O)N2CCCCC2)cc1	0	3	1	-3
60	CCC(CC)c1nnc(NC(=O)c2ccc([N+](=O)[O-])cc2)s1	·	-37	0	·

No.	PGC1a acetyl inh	ERAP1 inh	LGR2 antag	PglD inh
49	9	-3	9	8
50	5	0	17	0
51	-3	·	-5	-1
52	·	1	6	1
53	7	-1	-5	12
54	·	·	2	·
55	-15	·	2	3
56	2	0	13	-1
57	-11	·	·	1
58	·	-5	-29	7
59	-2	-6	8	·
60	0	·	6	-3

An unsorted share of the library; any-hit rate near 2.1%.
